VCAM1 TNFa inh: inhibitors of TNFa-induced VCAM1 expression, primary screen, imaging, HUVEC, TNFa stimulus, immunofluorescence | HUVEC TNFa-induced VCAM-1 immunofluorescence, high-content imaging | hit rate 0.48% among 95,000 | inhibition, % at 2 µM;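 active = inhibition above the batch mean plus 3 SD, with images confirmed as a hit by eye, cut at about 37% in these data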;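 note: 0% = TNF-stimulated DMSO wells and 100% = unstimulated control wells; not every result past the cut was called active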
TNFa cytotox: cytotoxicity in TNFa-stimulated HUVEC, primary screen, cytotoxicity control for VCAM1 expression modulator project, imaging, Hoechst nuclei count; HUVEC TNFalpha-stimulated, Hoechst cell count; cell count reduction, % at 2 µM; hit rate 0.17% among 93,000; AID 848, 2007;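 active = cell count reduction exceeding the screen mean by over 5 SD, scaled to untreated wells per plate, cut at about 78% in these data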;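 note: cells counted after 24 h of TNF alpha exposure following the 1 h pretreatment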
cytoskel mod: modifiers of F-actin cytoskeleton organization, primary screen, imaging, HUVEC, phalloidin staining, high-content imaging; HUVEC TNFa F-actin phalloidin imaging; inhibition, % at 2 µM; hit rate 0.18% among 91,000; AID 836, 2007;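 active = inhibition above the batch mean plus 3 SD and confirmed as a hit by visual image inspection, cut at about 30% in these data, passing the limit was not always enough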; note: strong numbers were not always called active
hDAT+cocaine: changed hDAT dopamine uptake under cocaine IC80, either direction, primary screen, cocaine antagonist project, cell-based, LLC-PK1 hDAT, [14C]-dopamine uptake, MLSMR | LLC-PK1 hDAT cells, [14C]-dopamine uptake with cocaine IC80; actives deviate in either direction | hit rate 1.3% among 110,000 | B-score at 10 µM | Sodium-dependent dopamine transporter (Homo sapiens), Q01959;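 active = Z score or B-score, a plate-position-corrected score, falls beyond the plate's 99.7% confidence bounds, in either direction; inactive = both scores lie inside the 99.7% bounds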;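 note: scored against the spread of the other compound wells on the same plate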
HUVEC tox IL1B: cytotoxicity in IL-1B stimulated HUVEC, primary screen, cytotoxicity control for IL-1B NFkB translocation project, imaging, Hoechst nuclear count, IL-1B stimulus | HUVEC cell count loss | cell count reduction, % at 2 µM | hit rate 0.41% among 94,000 | AID 845, 2007;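 active = cell count reduction more than 3 SD above the screen-wide mean, cut at about 70% in these data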;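 note: normalized per plate to untreated control cells as the no-loss baseline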
PLK1 PBD inh: Plk1 polo box domain binding inhibitors, primary screen, biochemical, fluorescence polarization; AID 693, 2007; Plk1 PBD phosphopeptide binding; inhibition, %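 (tested at about 20 µM)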; Serine/threonine-protein kinase PLK1 (Homo sapiens), P53350; hit rate 0.13% among 97,000; in the data active = inhibition above about 34%, passing the limit was not always enough
Target sequence (P53350 whole entry, looked up, the tested form may be a part): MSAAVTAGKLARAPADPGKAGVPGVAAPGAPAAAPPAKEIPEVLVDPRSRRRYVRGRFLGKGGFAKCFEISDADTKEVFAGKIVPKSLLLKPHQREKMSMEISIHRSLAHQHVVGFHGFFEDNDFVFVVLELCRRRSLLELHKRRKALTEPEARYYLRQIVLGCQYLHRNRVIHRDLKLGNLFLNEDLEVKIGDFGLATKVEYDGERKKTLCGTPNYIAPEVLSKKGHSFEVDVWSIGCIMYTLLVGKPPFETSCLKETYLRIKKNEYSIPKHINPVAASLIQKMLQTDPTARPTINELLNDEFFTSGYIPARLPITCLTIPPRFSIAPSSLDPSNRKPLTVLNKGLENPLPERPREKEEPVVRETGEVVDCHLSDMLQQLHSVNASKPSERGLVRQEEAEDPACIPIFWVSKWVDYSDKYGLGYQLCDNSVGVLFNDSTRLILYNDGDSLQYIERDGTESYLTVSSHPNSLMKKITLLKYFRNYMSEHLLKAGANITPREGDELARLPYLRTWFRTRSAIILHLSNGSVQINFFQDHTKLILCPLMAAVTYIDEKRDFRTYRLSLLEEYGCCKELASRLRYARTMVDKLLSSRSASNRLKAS
sEH inhibitor: soluble epoxide hydrolase inhibitors, primary screen, biochemical, human sEH. inhibition, % at 2 µM. hit rate 0.34% among 91,000. recombinant human sEH enzymatic activity assay. Bifunctional epoxide hydrolase 2 (Homo sapiens), P34913; in the data active = inhibition above about 80%; note: values of inactives mirror those of a sister screen read the other way; many of its hits are not listed in these tables
PLK1 inh: human PLK1 kinase inhibitors, primary screen, biochemical, TR-FRET. recombinant PLK1 kinase, TR-FRET peptide phosphorylation. AID 619, 2007. hit rate 0.53% among 97,000. inhibition, % at 10 µM;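 active = inhibition of 50% or more in the single-concentration screen; inactive = inhibition below 50%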;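 note: 0% = DMSO max control and 100% = H-89 dihydrochloride min control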
Ecoli WT expand: growth inhibitors of wild-type E. coli, primary screen, strain BW25113, expanded library, OD600; OD600 absorbance; growth inhibition, % at 100 µM; hit rate 0.15% among 98,000;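 active = growth inhibition above about 50% at one test dose, limit read from the data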;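 note: growth measured after 20 h incubation at 37 °C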
* hit, by the source's call; . = not tested or not shown.

Sample of the layout (15 entries):
SMILES	VCAM1 TNFa inh	TNFa cytotox	cytoskel mod	hDAT+cocaine	HUVEC tox IL1B	PLK1 PBD inh	sEH inhibitor	PLK1 inh	Ecoli WT expand
O=C(OC(C(=O)NCc1ccc2c(c1)OCO2)c1ccccc1F)c1ccco1 (stereo unspecified)	-1	-14	3	1.3	6	16	-6	-13	-3
O=C(O)CCc1ccc(-c2ccccc2)n1CC1CCCO1 (stereo unspecified)	-20	-6	-6	0.35	-23	-20	1	-4	3
CCn1c(C(=O)N2CCc3ccccc3C2)cc2oc3ccccc3c21	-7	-5	14	2.1	11	5	-15	-20	-17
CCCCN(Cc1cc2cc(OC)ccc2[nH]c1=O)C(=O)c1ccco1	5	.	7	1.3	17	4	-6	-2	7
COc1cccc(NC(=O)Cn2c(=O)n(CCCC(=O)NCc3ccco3)c(=O)c3ccccc32)c1	-9	12	-9	0.048	5	28	.	-5	0
COc1cc2[nH]c(=O)n(CCCC(=O)NCCc3ccccc3)c(=O)c2cc1OC	14	51	3	.	-23	21	.	-13	0
Cn1c(=O)[nH]c(=O)c2c1nc(Br)n2CCCCSc1nc2ccccc2o1	4	-11	0	0.18	1	0	-26	-11	-7
COc1cccc(Cn2c(NCc3cccnc3)nc3c2c(=O)n(C)c(=O)n3C)c1	6	-18	-1	0.76	14	-13	6	0	6
CC(=O)Nc1cccc(-c2nc3ccccc3c(=O)o2)c1	-6	-9	-10	-0.8	-21	-2	-9	-9	-3
COc1ccc(O)c(C(=O)CC(=O)c2ccc(F)cc2)c1	-4	5	.	-0.028	18	-8	0	-10	10
COc1c2ccc(C(=O)NCc3cc(C(F)(F)F)cc(C(F)(F)F)c3)cc2nn1C	-4	2	4	0.91	-6	-16	5	-6	1
O=C(Nc1ncc(Br)s1)C(Cc1ccccc1)n1cccc1 (stereo unspecified)	5	-45	-10	-0.049	-7	12	7	-8	12
COc1ccc(C)cc1NC(=O)CN1C(=O)c2cccc3cccc1c23	-12	-42	10	0.25	-12	0	8	-10	6
CC1Cc2ccccc2N1C(=O)COC(=O)c1cccnc1Cl (stereo unspecified)	11	-10	14	-0.76	-14	-6	-19	-3	0
COc1ccc(S(=O)(=O)N(C)CC(=O)NC2CCCCC2)cc1Cl	-11	-4	7	-0.84	14	-14	8	-7	5

The list itself, previewed entries included:
SMILES	VCAM1 TNFa inh	TNFa cytotox	cytoskel mod	hDAT+cocaine	HUVEC tox IL1B	PLK1 PBD inh	sEH inhibitor	PLK1 inh	Ecoli WT expand
O=C(OC(C(=O)NCc1ccc2c(c1)OCO2)c1ccccc1F)c1ccco1 (stereo unspecified)	-1	-14	3	1.3	6	16	-6	-13	-3
O=C(O)CCc1ccc(-c2ccccc2)n1CC1CCCO1 (stereo unspecified)	-20	-6	-6	0.35	-23	-20	1	-4	3
CCn1c(C(=O)N2CCc3ccccc3C2)cc2oc3ccccc3c21	-7	-5	14	2.1	11	5	-15	-20	-17
CCCCN(Cc1cc2cc(OC)ccc2[nH]c1=O)C(=O)c1ccco1	5	.	7	1.3	17	4	-6	-2	7
COc1cccc(NC(=O)Cn2c(=O)n(CCCC(=O)NCc3ccco3)c(=O)c3ccccc32)c1	-9	12	-9	0.048	5	28	.	-5	0
COc1cc2[nH]c(=O)n(CCCC(=O)NCCc3ccccc3)c(=O)c2cc1OC	14	51	3	.	-23	21	.	-13	0
Cn1c(=O)[nH]c(=O)c2c1nc(Br)n2CCCCSc1nc2ccccc2o1	4	-11	0	0.18	1	0	-26	-11	-7
COc1cccc(Cn2c(NCc3cccnc3)nc3c2c(=O)n(C)c(=O)n3C)c1	6	-18	-1	0.76	14	-13	6	0	6
CC(=O)Nc1cccc(-c2nc3ccccc3c(=O)o2)c1	-6	-9	-10	-0.8	-21	-2	-9	-9	-3
COc1ccc(O)c(C(=O)CC(=O)c2ccc(F)cc2)c1	-4	5	.	-0.028	18	-8	0	-10	10
COc1c2ccc(C(=O)NCc3cc(C(F)(F)F)cc(C(F)(F)F)c3)cc2nn1C	-4	2	4	0.91	-6	-16	5	-6	1
O=C(Nc1ncc(Br)s1)C(Cc1ccccc1)n1cccc1 (stereo unspecified)	5	-45	-10	-0.049	-7	12	7	-8	12
COc1ccc(C)cc1NC(=O)CN1C(=O)c2cccc3cccc1c23	-12	-42	10	0.25	-12	0	8	-10	6
CC1Cc2ccccc2N1C(=O)COC(=O)c1cccnc1Cl (stereo unspecified)	11	-10	14	-0.76	-14	-6	-19	-3	0
COc1ccc(S(=O)(=O)N(C)CC(=O)NC2CCCCC2)cc1Cl	-11	-4	7	-0.84	14	-14	8	-7	5
COc1cc(NC(=O)C2CCN(S(=O)(=O)c3cnc[nH]3)CC2)cc(OC)c1OC	6	4	.	-0.91	-8	-4	-2	-5	-2
CC1Cc2ccccc2N1C(=O)CSc1ncccc1C(=O)O (stereo unspecified)	8	-21	-24	1.3	-13	-20	-1	3	.
COC(=O)CN(c1ccccc1OC)S(=O)(=O)c1ccccc1	7	-30	-4	-1.2	-32	12	-7	-12	-3
Cc1cccc(NC(=O)c2ccccc2Br)n1	1	-6	1	0.61	-13	-10	-3	-19	2
Cc1nnc(SCC(=O)Nc2sc3c(c2C#N)CCCC3)[nH]c1=O	6	-26	-33	-0.085	-13	-11	2	-3	-6
O=C(CCSc1nnc(-c2ccco2)o1)Nc1ccccc1	-44	-32	-7	0.16	-70	-26	6	5	3
COc1ccc(CCNC2CC(C)N(C)CC2C)cc1OC (stereo unspecified)	-50	-28	6	-0.45	-34	-4	1	0	-3
COC(=O)Cn1c(=NC(=O)C(C)(C)C)sc2c(C)cc(C)cc21	2	-34	21	-0.74	3	16	8	-4	1
COC(=O)c1sccc1NC(=S)N1CC(C)CC(C)C1 (stereo unspecified)	10	3	-15	1.6	1	-16	-4	-6	2
COc1cc(C(=O)NCCc2cn3ccc(C)cc3n2)cc(OC)c1OC	-3	3	-18	1.4	35	2	7	-11	-1

Next part:
SMILES	VCAM1 TNFa inh	TNFa cytotox	cytoskel mod	hDAT+cocaine	HUVEC tox IL1B	PLK1 PBD inh	sEH inhibitor	PLK1 inh	Ecoli WT expand
COc1ccc(C2C=C(c3ccccc3)Nc3nnnn32)cc1 (stereo unspecified)	-12	-17	1	-0.76	-27	21	-4	-9	-5
COc1ccc(/C(O)=C2/C(=O)C(=O)N(CCN(C)C)C2c2ccccn2)cc1OC (stereo unspecified)	0	-12	0	-0.92	-33	4	3	-6	0
Cc1ccc(C)c(N2CCN(C(=O)C(Cc3ccccc3)n3cccc3)CC2)c1 (stereo unspecified)	3	-14	10	0.91	-1	8	-29	3	-3
COc1ccc(CC(=O)N2CC(C)CC(C)C2)cc1OC (stereo unspecified)	16	-16	6	-0.93	16	0	-5	-3	-6
CS(=O)(=O)N(CC(=O)NCc1cccnc1)Cc1ccc(Cl)cc1	-16	.	10	-0.096	-4	-16	-2	-7	-2
Cc1ccc(NC(=O)CC(=O)NCCN2CCOCC2)cc1	-15	19	-8	-0.037	17	-18	5	-7	8
CCN(CC)CC(=O)c1c[nH]c2ccc(OC)cc12	4	-2	-21	0.74	-11	-18	.	-9	1
COc1ccc(N2C(=O)CCC(C(=O)O)C2c2ccc(OC)c(OC)c2)cc1 (stereo unspecified)	4	-10	-16	-1.4	-13	-19	-1	-6	2
COc1ccc(Cn2cc3c(-c4ccc(F)cc4)nnc-3c3cc(OC)c(OC)cc32)cc1	17	-33	3	-0.0015	0	6	-4	-1	3
COc1cccc(CN2C(=O)C3(C(C#N)=C(N)OC4=C3C(=O)CCC4)c3ccccc32)c1 (stereo unspecified)	2	-28	2	0.38	-34	14	5	-11	4
COc1ccccc1CN(Cc1cc2cc(C)ccc2[nH]c1=O)Cc1nnnn1CC1CCCO1 (stereo unspecified)	13	-8	6	1.5	-1	4	6	-8	-7
O=C(c1cccc(S(=O)(=O)N2CCOCC2)c1)N1CCCC1	8	19	-12	0.015	0	-23	-7	-2	-2
CCOc1ccc(CN(CCO)CCO)cc1[N+](=O)[O-]	6	27	3	-0.46	-10	-3	5	-7	9
COc1ccccc1CNC(=O)CCNS(=O)(=O)c1cccc2nsnc12	-8	-7	3	-0.067	.	1	-1	6	-3
COc1ccc(NC(=O)C2CC(=O)OC23CCOC(C)(C)C3)cc1 (stereo unspecified)	5	-6	.	-0.42	-15	3	4	-8	7
Cc1ccc(NS(=O)(=O)N(C)C)cc1	1	18	-3	-0.43	-5	-2	-11	-7	.
COc1ccc(Cl)cc1-c1nc(-c2ccncc2)no1	-8	-6	-2	-1.1	-2	-10	5	-17	-4
COc1ccc(C(=O)Nc2cc(OC)ccc2OC)cc1	-9	-40	-13	1.4	-12	-4	1	-11	-1
O=C(Nc1ccc(Oc2ccc3ccccc3c2)cc1)c1ccco1	10	3	-9	-0.2	-5	13	8	12	-2
Cc1cc(NC(=O)c2ccccc2)sc1C	3	-19	13	0.079	5	-11	18	7	54*
COc1ccccc1N1CCN(S(=O)(=O)c2ccccc2)CC1	13	-12	7	-0.049	-17	1	20	-16	4
C=C(C)CSc1nc2ncc(Cl)cc2[nH]1	0	-9	-4	-0.92	-62	-14	-18	3	-1
COc1ccc(Nc2nc(NCCO)nc(OC)n2)cc1	-2	-8	6	-0.57	-20	2	5	-1	-4
COc1ccccc1N(CC(=O)Nc1cccnc1)S(C)(=O)=O	14	-21	13	0.35	-22	6	6	5	0
COc1ccc(N2Cc3cccc(C(=O)N4CCN(C(=O)c5ccco5)CC4)c3C2=O)cc1	-9	6	13	1.2	5	-17	7	-10	0

Next section:
SMILES	VCAM1 TNFa inh	TNFa cytotox	cytoskel mod	hDAT+cocaine	HUVEC tox IL1B	PLK1 PBD inh	sEH inhibitor	PLK1 inh	Ecoli WT expand
CCN(CC)c1ccc(-n2c(C)c(C(C)=O)c(C(C)=O)c2C)cc1	-5	-16	-37	0.84	16	4	-10	-13	4
O=C(O)C1C2C=CC(C2)C1C(=O)Nc1nccs1 (stereo unspecified)	-11	-30	.	0.68	-7	-15	15	-3	-5
OC(c1ccccc1)(c1ccc(F)cc1)C(c1ccccc1)N1CCOCC1 (stereo unspecified)	-1	18	1	-1.9	-5	-15	6	-4	-3
COc1cc(NC(=O)CSc2ccc3c(c2)OCCO3)cc(OC)c1OC	-8	9	-1	0.47	9	-36	0	-16	-5
COc1ccc(N(CC(=O)Nc2cccc(OC)c2)S(=O)(=O)c2c(C)nn(C)c2C)cc1	-4	-11	1	0.011	-5	4	.	-14	1
Cc1csc(NC(=O)CN(C)S(=O)(=O)c2cccc3cccnc23)n1	3	-14	0	0.0086	-13	28	-10	-10	3
COC(=O)CC1(c2cccc3ccccc23)C(=O)c2ccccc2C1=O	-10	-21	-4	1.4	6	-10	6	-17	-6
CN1CCN(C(=O)C(Cc2ccccc2)NS(=O)(=O)c2ccc3c(c2)CCC(=O)N3)CC1 (stereo unspecified)	12	-9	-9	0.057	8	25	-17	-2	-4
COc1ccc(OCc2nc(N)nc(Nc3cccc(C)c3C)n2)cc1	-5	22	-6	0.84	11	-5	.	-20	-8
CCOc1ccc(C(=O)Nc2nnc(C)s2)cc1OCC	19	-16	9	-0.11	24	1	10	7	-3
O=C(c1ccc(Cl)cc1)c1oc2ccccc2c1CS(=O)(=O)c1ccccc1	15	-10	2	-0.41	14	8	7	-4	-19

Assay outcomes as filed in PubChem BioAssay.
